Assay outcomes deposited in PubChem by several laboratories.
Mtb FBA inh: inhibitors of M. tuberculosis fructose-bisphosphate aldolase; P9WQA3; purified M. tuberculosis FBA, fluorescence read-out; inhibition, % at 1 µM; actives 2.3% (n = 360,000); AID 588726; in the data active = inhibition above about 27%;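 note: 0% = vehicle and 100% = reference inhibitor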
Target sequence (P9WQA3 whole entry, looked up): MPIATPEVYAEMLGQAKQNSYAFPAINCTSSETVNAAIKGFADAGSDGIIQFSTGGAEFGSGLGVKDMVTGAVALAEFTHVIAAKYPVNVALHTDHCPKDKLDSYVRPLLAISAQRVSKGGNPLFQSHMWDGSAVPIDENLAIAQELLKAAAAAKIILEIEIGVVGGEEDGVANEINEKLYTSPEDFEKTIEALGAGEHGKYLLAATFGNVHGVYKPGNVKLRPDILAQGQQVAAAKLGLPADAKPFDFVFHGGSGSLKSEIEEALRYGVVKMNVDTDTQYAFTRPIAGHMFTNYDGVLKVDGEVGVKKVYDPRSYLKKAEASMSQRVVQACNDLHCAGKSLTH
Mtb UGM inh: Mtb UDP-galactopyranose mutase inhibition. P9WIQ1. purified UGM, fluorescence polarization probe displacement. inhibition, % at 10 µM. actives 0.06% (n = 320,000); in the data active = inhibition above about 10%, passing the limit was not always enough; inconclusive = no clear call, values can overlap the other calls
Target sequence (P9WIQ1 whole entry, looked up): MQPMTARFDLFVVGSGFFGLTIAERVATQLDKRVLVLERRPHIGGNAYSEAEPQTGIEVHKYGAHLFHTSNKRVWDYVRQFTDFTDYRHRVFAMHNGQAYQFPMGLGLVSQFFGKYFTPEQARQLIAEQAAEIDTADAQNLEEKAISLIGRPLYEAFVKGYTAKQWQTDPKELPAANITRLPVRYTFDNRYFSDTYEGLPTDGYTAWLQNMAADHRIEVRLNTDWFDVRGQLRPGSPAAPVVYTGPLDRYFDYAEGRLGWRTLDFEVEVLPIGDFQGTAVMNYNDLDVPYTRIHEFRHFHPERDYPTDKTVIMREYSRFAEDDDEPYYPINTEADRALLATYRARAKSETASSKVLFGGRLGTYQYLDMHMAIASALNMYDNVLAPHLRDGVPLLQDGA
BoNT F protease: BoNT F light chain protease inhibition; inhibition, % at 10 µM; Multiplex microsphere protease cleavage assay, flow cytometry; actives 0.22% (n = 360,000); in the data active = inhibition above about 35%, passing the limit was not always enough; inconclusive = no clear call, values can overlap the other calls; note: plate controls were buffer without enzyme for full effect and enzyme alone for no effect
FadD28 binding: blocks FadD28 binding to the bisubstrate probe. fluorescence polarization. inhibition, % at 12.5 µM. actives 0.22% (n = 360,000); in the data active = inhibition above about 8.5%, passing the limit was not always enough; inconclusive = no clear call, values can overlap the other calls
PrPC surface inh: inhibitors of human cell surface prion protein PrPC; actives 0.43% (n = 370,000); P04156; TR-FRET read-out; inhibition, % at 13.8 µM; in the data active = inhibition above about 24%; note: 0% = median of the test wells and 100% = reference compound wells
GDH-TPI inh: counter-screen for M. tuberculosis FBA inhibitors: GDH-TPI coupled enzymes | GDH-TPI coupled enzyme counterscreen, NADH absorbance | inhibition, % at 4.8 µM | actives 1.2% (n = 360,000) | AID 588335;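 note: 0% = DMSO wells and 100% = wells lacking the enzyme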
Mtb BioA inh: blocks M. tuberculosis BioA enzyme activity. inhibition, % at 9.99 µM. actives 0.096% (n = 360,000). purified M. tuberculosis BioA enzyme, plate reader; in the data active = inhibition above about 40%; inconclusive = no clear call, values can overlap the other calls
BoNT-A LC inh2: inhibitors of Botulinum neurotoxin A light chain protease; multiplex microsphere protease substrate cleavage, flow cytometry; inhibition, % at 10 µM; actives 0.17% (n = 360,000); in the data active = inhibition above about 30%; inconclusive = no clear call, values can overlap the other calls; note: plate controls were buffer without enzyme for full effect and enzyme alone for no effect
CCHFV vOTU inh: blocks the CCHF virus ovarian tumor domain protease | actives 0.55% (n = 370,000) | AID 651958 | CCHFV vOTU protease, Pep-AMC fluorescence | inhibition, % at 11.5 µM; note: 0% = vehicle wells with enzyme and 100% = no enzyme wells
Starred values were filed as active, the others as inactive; ? = inconclusive; nt = not tested or not shown; + = active, no number. Cut-off read from the data, not from the text of the source, unless noted: active = inhibition above about 30%; inactive = the rest.

| Molecule | Mtb FBA inh | Mtb UGM inh | BoNT F protease | FadD28 binding | PrPC surface inh | GDH-TPI inh | Mtb BioA inh | BoNT-A LC inh2 | CCHFV vOTU inh |
| --- | --- | --- | --- | --- | --- | --- | --- | --- | --- |
| Cc1ccc(S(=O)(=O)N/N=C\c2ccc3c(c2)OCO3)cc1 | 1 | -0.1 | -15 | 2.0 | 6 | 17 | 0.0 | -0.7 | 2 |
| S=P(N1CCOCC1)(N1CC1)N1CC1 | 0 | nt | 4 | -2.5 | 5 | -10 | nt | 0.2 | -2 |
| CN(C)/C=N/C(=S)Nc1cc(Cl)cc(Cl)c1 | -10 | -2.1 | -10 | -5.4 | -1 | 1 | 1.0 | -1.0 | -1 |
| Cc1[nH]c(C)c(S(=O)(=O)N2CCCCC2)c1C(=O)N1CCCCC1 | 0 | -2.0 | -3 | -4.4 | 4 | 10 | -1.2 | -0.6 | 2 |
| O=C(c1ccc(S(=O)(=O)N2CCCC2)cc1)N1CCN(S(=O)(=O)c2cccc(F)c2)CC1 | 1 | nt | 19 | -0.1 | 3 | 7 | -1.0 | 1.1 | -8 |
| CN(C)c1ccc(N=Nc2ccc3ncccc3c2)cc1 | -17 | nt | 3 | 0.5 | -6 | 9 | -3.1 | -0.8 | 10 |
| O=C(CCn1c(=S)oc2ccccc21)N1CCCCC1 | 1 | -6.4 | 4 | -3.0 | -7 | -4 | nt | -0.3 | 2 |
| COc1ccnc(Oc2ccc(Cl)cc2)c1C#N | 0 | -5.6 | -7 | -1.2 | 1 | 10 | nt | -1.1 | -18 |
| CC1CCCC(NC(=O)C2CCC(CNc3c(N4CCCCC4)c(=O)c3=O)CC2)C1C (stereo not drawn) | 3 | -1.7 | -11 | -1.6 | -4 | 0 | nt | 0.7 | -3 |
| COCCCNC(=O)c1cc2c(=O)n3cccc(C)c3nc2n(C(C)C)c1=N | + | 1.3 | -10 | -3.8 | -7 | -1 | 0.1 | 0.4 | -3 |
| CCN1CCN(C(=S)NC(=O)c2cccc(Br)c2)CC1 | -3 | 1.9 | -3 | nt | -5 | 10 | -0.1 | 2.6 | 7 |
| Cc1cccc(N(C(=O)CNC(=O)c2cccs2)C(C(=O)NC2CCCC2)c2cccnc2)c1 (stereo not drawn) | 3 | -0.9 | -2 | -1.3 | -7 | 7 | 0.1 | -0.6 | -13 |
| COC(=O)Nc1ccc(S(=O)(=O)Nc2cnc3ccccc3n2)cc1 | 1 | -0.9 | -1 | -1.4 | -9 | -2 | nt | 0.4 | -1 |
| CC(C)[C@H](NC(=O)c1ccccc1F)C(=O)OCCN1C(=O)c2ccccc2C1=O | 3 | -2.5 | 1 | -3.0 | -5 | 14 | nt | 0.5 | 4 |
| CCOc1ccc(NC(=O)CSc2nnnn2C2CC2)cc1S(=O)(=O)N1CCCC1 | 3 | 1.1 | -5 | -1.3 | 0 | 7 | -0.2 | 0.3 | 2 |
| COc1ccc(NC(=O)c2ccco2)cc1NC(=O)c1ccccc1[N+](=O)[O-] | 2 | -1.3 | 3 | -0.7 | -26 | 9 | 0.6 | -2.1 | 13 |
| COC(=O)c1ccccc1Nc1ccccc1 | -2 | 3.5 | -10 | -3.5 | -1 | 11 | -0.2 | -1.4 | 34* |
| Cc1noc(C)c1CS(=O)(=O)Cc1ccc(Cl)cc1 | -1 | -3.9 | -4 | -2.7 | 3 | -3 | nt | -0.2 | -4 |
| NC(=O)c1ccc(N)nc1 | -2 | nt | 9 | -2.9 | 2 | 3 | -1.2 | -0.3 | 8 |
| CCn1c(SCC(=O)Nc2ccccc2OC)nc2ccccc2c1=O | 2 | 1.3 | -10 | -1.9 | 7 | 5 | nt | -0.2 | 0 |
| Cc1ccc(S(=O)(=O)N(C)CC(=O)Nc2cccc(C)n2)cc1 | 1 | -2.1 | 1 | -2.8 | -2 | -5 | -2.5 | 0.5 | -31 |
| Cc1cc(C)n2[nH]c(=O)c(N=Nc3cccc(C(F)(F)F)c3)c2n1 | -16 | 0.1 | -1 | 0.6 | -6 | 14 | 0.3 | 0.2 | 8 |
| CCc1nc2c(OCC(=O)c3ccc(F)cc3)cccn2c1N(C)C(=O)COc1ccccc1 | 3 | nt | 4 | -1.8 | -1 | 8 | 1.1 | 0.3 | 13 |
| Cn1c(NCc2ccccc2)cc(=O)n(C)c1=O | 6 | -0.9 | -9 | 1.1 | 0 | -4 | -0.1 | -0.3 | -1 |
| CC(C)(C)S(=O)(=O)N1Cc2cc(CO)cc(CCO)c2[C@@H]1CCO | -1 | nt | -5 | -3.5 | 6 | -2 | -1.0 | -0.3 | -2 |
| O=C(COC(=O)CN1C(=O)c2ccccc2C1=O)NC1CCCC1 | -4 | -1.3 | 4 | -3.1 | -1 | -2 | 0.4 | -0.5 | 19 |
| CCN(CC(=O)NCc1cccs1)S(=O)(=O)c1ccc([N+](=O)[O-])cc1 | -1 | 2.5 | -10 | -0.1 | -32 | -1 | nt | -1.8 | 4 |
| O=C(C1CCN(c2ncnc3c2nc2n3CCCCC2)CC1)N1CCN(c2ccc(F)cc2)CC1 | 2 | 0.3 | -5 | -1.8 | 2 | 5 | 1.5 | -2.4 | 6 |
| CC(C)(C)c1ccc(C(=O)N2CCN(Cc3ccccc3)CC2)cc1 | 3 | 1.3 | -20 | -0.4 | 2 | 5 | 0.0 | -9.0 | 8 |
| O=C(c1ccc2nc(Cc3cccc(Cl)c3)oc2c1)N1CCC(CO)CC1 | -2 | 0.4 | 2 | 0.0 | 1 | 0 | 3.8 | 0.3 | 13 |

The results go on.
canonical_smiles	Mtb FBA inh	Mtb UGM inh	BoNT F protease	FadD28 binding	PrPC surface inh	GDH-TPI inh	Mtb BioA inh	BoNT-A LC inh2	CCHFV vOTU inh
NNC(=O)COc1ccc(F)cc1	1	-0.9	2	-3.7	3	-7	nt	0.1	2
O=c1c2cc(N3CCOCC3)ccc2[nH]c(=S)n1CCCN1CCCCCC1	8	-4.0	-5	-4.2	-9	14	1.3	?	-7
OC[C@H]1O[C@@H](c2nc3ccc(-c4nc(-c5ccc(Br)cc5)no4)cc3[nH]2)C[C@@H]1O	3	nt	-8	-3.2	29*	15	-2.3	0.3	5
O=c1cc(CSc2ccccn2)[nH]c(=O)[nH]1	-2	0.9	-5	-1.5	8	8	-0.5	0.2	9
CCOc1ccc(NC(=O)CCN2CCN(S(=O)(=O)c3ccc(OC)cc3)CC2)cc1	-2	1.3	-8	-15	9	-2	1.0	-0.5	-12
Cc1nc(-c2ccc(S(=O)(=O)N3CCN(Cc4ccccc4)CC3)s2)cs1	1	-3.6	2	-1.9	-5	-5	0.3	0.2	2
CC1CCN(C(=S)NC2CC3CCC2C3)CC1 (stereo not drawn)	1	1.1	-3	-1.7	10	4	nt	-0.3	-8
O=C(OCC(=O)N1CCOCC1)C(c1ccccc1)c1ccccc1	2	nt	7	-1.2	2	-11	nt	0.1	5
Nc1nc(NCc2ccco2)nc(N2CCOCC2)c1[N+](=O)[O-]	-3	2.1	?	-4.5	-5	24	nt	?	5
Cc1cc2c(cc1C)NC(=O)CC(C(F)(F)C(F)(F)C(F)(F)F)=N2	5	-0.7	-14	0.1	-3	-1	-1.4	0.0	0
COC(=O)c1ccc(NC(=O)C23CC4CC(C2)CC(n2cncn2)(C4)C3)cc1	1	1.9	4	-0.6	-1	8	0.5	-0.4	-9
COCCn1c(-c2ccccc2)nc2ccccc21	5	nt	-11	-5.3	-3	6	-0.3	-0.4	-16
CN(Cc1cccs1)C(=O)CCc1ccc(S(=O)(=O)N2CCOCC2)cc1	4	-4.6	-16	1.6	6	14	nt	-0.4	-6
COc1ccc2c(CN3CCN(c4ccccc4F)CC3)cc(=O)oc2c1	23	nt	1	-3.6	1	nt	0.5	0.7	1
COC(=O)c1ccc(N2CCCCC2)c(NC(=O)c2ccco2)c1	-2	-0.4	-8	-1.9	-8	5	0.7	-2.2	4
O=C(CCSCCc1ccccn1)Nc1ccc(Br)cc1F	-2	-0.7	3	-1.9	1	-5	-0.1	0.0	-6
Cc1cc(C(=O)O)c(CCCN)s1	-2	0.0	1	1.1	-2	0	-1.7	1.0	0
COc1ccc2[nH]c3c(c2c1)CCN1C(=O)C(CC(=O)NCCN2CCOCC2)C[C@H](C(=O)N(C(C)C)C(C)C)[C@@]31C (stereo partly drawn)	-1	nt	0	-0.3	9	14	-1.5	-0.2	0
CC/C(=N\NC(=O)CSc1ncccn1)c1ccc2c(c1)OCCO2	1	1.0	-3	1.1	0	8	22	-0.3	1
CCCn1nc(NC(=O)c2ccco2)c2cc3ccccc3nc21	13	4.2	-1	-2.3	-25	5	nt	0.4	-5
COc1ccc(NC(C)=O)cc1NC(C)C(=O)Nc1ccccc1F (stereo not drawn)	-9	1.2	-14	-2.6	1	7	-1.5	-0.8	8
COc1ccc(C2(CNC(=O)c3cccs3)CCOCC2)cc1	3	0.9	2	0.0	-1	3	2.2	1.5	-9
COc1ccc(CN=C2NN=C(c3cccc(OC)c3)CS2)cc1	0	-0.1	-7	-2.4	-6	5	nt	0.0	9
Cc1cc(-c2nc(-c3ccc(C(C)(C)C)cc3)no2)no1	-4	-0.4	?	-3.4	4	-6	0.3	?	8
NS(=O)(=O)c1ccc(NC(=O)COC(=O)COc2ccc(Br)cc2)cc1	3	nt	-3	-4.3	5	-11	-0.9	-0.1	10
Oc1ccc(Br)cc1CN1CCN(c2ccccc2)CC1	-3	-1.8	4	-2.0	-1	6	-0.3	0.1	14
N#Cc1ccc(NC(=O)CN2CCN(c3ccccn3)CC2)cc1	3	-0.3	4	-0.3	-6	8	1.4	0.7	4
CCN(CC)C(=O)c1ccc2c(=O)n(CCOC)c(=S)[nH]c2c1	-2	0.3	3	-1.8	4	16	-1.0	?	1
Fc1ccc2cnc(-c3ccccc3F)cc2c1	5	4.7	-1	0.0	-5	18	-2.0	0.8	2
Cc1n[nH]c(C)c1CCCCOc1ccccc1	-4	-0.4	-6	-2.5	2	2	2.4	-0.8	-8

Part of the list above, with values under each structure:
Under each structure: Mtb FBA inh	Mtb UGM inh	BoNT F protease	FadD28 binding	PrPC surface inh	GDH-TPI inh	Mtb BioA inh	BoNT-A LC inh2	CCHFV vOTU inh
> Cc1nc(-c2ccc(S(=O)(=O)N3CCN(Cc4ccccc4)CC3)s2)cs1
  1	-3.6	2	-1.9	-5	-5	0.3	0.2	2
> COc1ccc2[nH]c3c(c2c1)CCN1C(=O)C(CC(=O)NCCN2CCOCC2)C[C@H](C(=O)N(C(C)C)C(C)C)[C@@]31C (stereo partly drawn)
  -1	nt	0	-0.3	9	14	-1.5	-0.2	0
